SDO1 yeast rescue: growth rescue of sdo1-depleted yeast, primary screen, S. cerevisiae, bone marrow failure model; 140,000 compounds, 0.21% hits; AID 817, 2007; S. cerevisiae sdo1-depleted JHY4D growth rescue, OD600 30 h; active compounds read high; pdr5 snq2 efflux-pump mutant strain; z-score at 10 µM;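 active = z-score above 3 at both the 24 hr and the 30 hr optical density reads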;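 note: z-score against mean and SD of all compound wells on the same plate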
INS promoter inh: inhibitors of insulin promoter-driven GFP, primary screen, imaging, TRM-6 cells (human fetal islet line), eGFP reporter, cell count; AID 1273, 2008; inhibition, % at 2 µM; reporter expression induced with tamoxifen; 130,000 compounds, 0.9% hits;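 active = inhibition above the mean plus 3 SD, with well images judged a real hit on visual review, cut at about 60% in these data, passing the limit was not always enough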
SDO1 yeast rescue Rescue 24 h: further read-out of SDO1 yeast rescue, marked with its call; z-score; S. cerevisiae sdo1-depleted JHY4D growth rescue, OD600; measured here: growth rescue at 24 h;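 0 is the plate mean of compound wells and units are plate SD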
The depositor's hits bear a star; i = inactive; nt = no result given. An excerpt. The share of hits here may be higher or lower than overall.

SMILES | SDO1 yeast rescue | SDO1 yeast rescue Rescue 24 h | INS promoter inh
COc1cc(OC)cc(C(=O)N/N=C2/SCC(=O)N2Cc2ccco2)c1 | nt | nt | 0
Cc1ccc(SCc2cc(=O)c3c(=O)n(-c4ccccc4)[nH]c3[nH]2)cc1 | nt | nt | 5
CN(C)S(=O)(=O)c1cccc(N=C2NN=C(c3ccccc3)CS2)c1 | -0.46 | -0.04 | nt
CCOC(=O)C1C(=O)CC(=O)CC1CC(C)SCC (configuration not stated) | 1.1 | 0.79 | -11
CCCCCNC(=O)c1ccc2c(=O)n(CCCN3CCCC3=O)c(=S)[nH]c2c1 | nt | nt | -60
CCOC(=O)CSCc1cn2cc(Cl)ccc2n1 | 0.21 | -0.12 | -27
Cc1cc2ncc(Cl)nc2cc1C | 0.17 | -0.6 | 7
COc1ccc(OCC(=O)N/N=C2\CCCCc3ccccc32)cc1 | nt | nt | -47
Cc1cc2occ(CC(=O)Nc3nccs3)c2cc1C(C)C | -0.9 | -0.31 | -20
Fc1ccc(-c2nnc3ccc(N4CCCC4)nn23)cc1 | -1.6 | -1.4 | nt
CCN(CC)CCN1C(=O)C(=O)/C(=C(/O)c2c(C)[nH]c(C(=O)OC)c2C)C1c1cccnc1 (configuration not stated) | 0.14 | -0.18 | 64
O=C(CSc1nccn1-c1cccc(Cl)c1)NC1CCCC1 | -0.51 | -0.97 | -65
Cn1c(=O)c2c(nc(CN3CCc4ccccc4C3)n2Cc2ccc(Cl)cc2)n(C)c1=O | -0.93 | -0.41 | -16
O=C(NCc1cccs1)C1CCN(c2ccc(S(=O)(=O)N3CCOCC3)cc2Cl)CC1 | 0.69 | 0.7 | -221
CN(c1ccccc1)S(=O)(=O)c1ccc(Cl)c(C(=O)NC2=NCCS2)c1 | nt | nt | -23
COCC(=O)N(Cc1cc2ccccc2[nH]c1=O)c1ccc(OC)cc1 | 0.54 | 0.02 | 40
Cc1cc2c(s1)CCCCC(=O)N2 | 0 | -0.15 | 0
Cn1c(=O)oc2cc(S(=O)(=O)Nc3cccc(C(=O)O)c3)ccc21 | 0.76 | 0.12 | nt
Cn1c(-c2ccc(C(C)(C)C)cc2)n[nH]c1=S | -0.6 | -0.63 | -43
Cc1ccc(C)c(N(C(=O)Cn2nnc(-c3cccs3)n2)C(C(=O)NC2CC2)c2ccc(C)o2)c1 (configuration not stated) | -0.27 | 0.46 | 64
CCOC(=O)CSc1ccc(-c2nc3cc(C)c(C)cc3[nH]2)cn1 | -0.04 | 0.53 | 23
C=CCNc1nc(N)c(C(=C(C#N)C#N)c2ccccc2)s1 | -0.23 | 0.21 | -19
COc1ccc(C2C3=C(CCCC3=O)Nc3nc4ccccc4n32)cc1OC (configuration not stated) | nt | nt | 59
COc1ccc(-c2nnnn2-c2ccccc2OC)cc1 | 0.12 | -0.57 | nt
Cc1ccc(N=Cc2c(O)n(-c3nccs3)c(=O)c3ccccc23)cc1 | -0.61 | -0.08 | nt

Laid out differently: results already given
Molecule: COc1cc(OC)cc(C(=O)N/N=C2/SCC(=O)N2Cc2ccco2)c1
- SDO1 yeast rescue: nt
- SDO1 yeast rescue Rescue 24 h: nt
- INS promoter inh: 0

Molecule: Cc1ccc(SCc2cc(=O)c3c(=O)n(-c4ccccc4)[nH]c3[nH]2)cc1
- SDO1 yeast rescue: nt
- SDO1 yeast rescue Rescue 24 h: nt
- INS promoter inh: 5

Molecule: CN(C)S(=O)(=O)c1cccc(N=C2NN=C(c3ccccc3)CS2)c1
- SDO1 yeast rescue: -0.46
- SDO1 yeast rescue Rescue 24 h: -0.04
- INS promoter inh: nt

Molecule: CCOC(=O)C1C(=O)CC(=O)CC1CC(C)SCC (configuration not stated)
- SDO1 yeast rescue: 1.1
- SDO1 yeast rescue Rescue 24 h: 0.79
- INS promoter inh: -11

The results go on:
SMILES | SDO1 yeast rescue | SDO1 yeast rescue Rescue 24 h | INS promoter inh
Cc1cccc2cc(C#N)c(NCCNS(=O)(=O)c3ccc4c(c3)OCCO4)nc12 | -1.1 | -0.8 | nt
O=c1oc2ccccc2c(NCCc2ccccc2)c1[N+](=O)[O-] | -0.83 | -0.86 | 34
c1cc2ccc3ccc(CN4CCOCC4)c4ccc(c1)c2c34 | -0.51 | 0.23 | 41
NS(=O)(=O)c1cccnc1Nc1ccc(Cl)c(Cl)c1 | -0.33 | -0.2 | 60
Cc1cc(=O)oc2cc(OCC(=O)N3CCCC(C)C3)ccc12 (configuration not stated) | 0.54 | 0.3 | -4
C[N+]1(CC(=O)OCCCc2ccccc2)CCOCC1 | 0.5 | -0.08 | 44
N/C(=N\c1nc2c(c(=O)[nH]1)CCCC2)Nc1ccccc1Sc1ccccc1 | 0.34 | 0.64 | -17
COc1ccc(/C=N/c2nc3ccccc3n2C)cc1OC | 0.67 | -0.06 | nt
O=C(N/N=C/c1ccco1)c1cnccn1 | 0.12 | 0.12 | nt
COCCn1c(CCC(=O)O)ccc1-c1cccs1 | nt | nt | -35
Cc1ccc(C)c(NC(=O)c2ccc3c(c2)N(Cc2ccc(F)cc2)C(=O)CS3=O)c1 (configuration not stated) | -0.39 | -1.2 | nt
Cc1cccc(-c2ncc(CN3CCN(C4CCCC4)C(CCO)C3)cn2)c1 (configuration not stated) | nt | nt | 29
CCOC(=O)C1=C(C)OC(N)=C(C#N)C1c1cc(OC)c2c(c1)OCO2 (configuration not stated) | 0.39 | -0.11 | -20
NC(=O)C1(N2CCCCC2)CCN(C2CC(=O)NC2=O)CC1 (configuration not stated) | -0.29 | -0.3 | i
COC(=O)Nc1ccc(S(=O)(=O)N2CCN(CCN3C(=O)C4C5C=CC(C5)C4C3=O)CC2)cc1 (configuration not stated) | 0.06 | -0.36 | nt
COc1ccc(C(=O)N2CCC(N3CCN(c4ccccc4)CC3)CC2)cc1OC | 0.08 | -0.26 | nt
CCOC(=O)CN1NC2(CCC(C)CC2)NC1=S (configuration not stated) | 0.84 | 0.33 | -56
Cc1cccc(-n2c(O)c(C=NCc3ccccn3)c3ccccc3c2=O)c1 | -0.08 | 0.13 | -11
CCC(C(=O)O)n1c(C(F)(F)F)nc2ccccc21 (configuration not stated) | 0.34 | -0.03 | 49
COCCSc1nnc(NC(=O)Cc2cccs2)s1 | -0.52 | -0.6 | 18
O=C(NN1C(=O)c2ccccc2NC1c1ccccn1)c1ccc(Br)cc1 (configuration not stated) | 1.5 | 2.8 | 36
O=C1CN(C(=O)COC(=O)C2CCN(S(=O)(=O)c3ccccc3C(F)(F)F)CC2)c2ccccc2N1 | 0 | -0.49 | -11
CCC(=O)Nc1nc(-c2ccccc2)ns1 | 0.58 | 0.51 | 24
CC1(C)S[C@@H]2[C@H](NC(=O)[C@H](N)c3ccc(O)cc3)C(=O)N2[C@H]1C(=O)O | 1.3 | 1.5 | 10
COC(=O)c1sc(NC(=O)c2csc3c2CCCC3)nc1C | -1.6 | -0.73 | 33

No new results follow: 2 of the compounds above.
SMILES | SDO1 yeast rescue | SDO1 yeast rescue Rescue 24 h | INS promoter inh
Cc1cccc2cc(C#N)c(NCCNS(=O)(=O)c3ccc4c(c3)OCCO4)nc12 | -1.1 | -0.8 | nt
O=c1oc2ccccc2c(NCCc2ccccc2)c1[N+](=O)[O-] | -0.83 | -0.86 | 34

Next part.
SMILES | SDO1 yeast rescue | SDO1 yeast rescue Rescue 24 h | INS promoter inh
Cc1ccc(/C=C/C(=O)NCCCc2ccccc2)cc1 | 0.11 | -0.57 | nt
CCc1nnc(NS(=O)(=O)c2ccc(NC(=O)/C=C/c3ccc(OC)cc3OC)cc2)s1 | 0.17 | -0.29 | -3
CCOc1cc(NC(=S)NCCc2ccccc2)c(OCC)cc1NC(C)=O | nt | nt | 0
O=C(Nc1ccc2c(c1)OCCO2)c1cc2sccc2n1Cc1ccc(F)cc1 | -1.1 | -1 | -23
CC(=O)Nc1ccc(NC(=O)CSc2nnc(COc3ccccc3C)n2CC2CCCO2)cc1 (configuration not stated) | nt | nt | -14
COc1ccc(/C=C(/C#N)C(=O)Nc2cccnc2)cc1OC | 0.3 | 0.06 | 50
Cc1nn(-c2ccc([N+](=O)[O-])cc2)c2c1C(c1ccc(OC(F)F)cc1)N1C(=N2)C(=O)Nc2ccccc21 (configuration not stated) | nt | nt | 53
O=C1c2ccccc2-c2nc3ccccc3nc21 | -1.8 | -0.97 | 12
O=[N+]([O-])c1ccc2c(c1)C(N1CCOCC1)/C(=C/COc1ccc(F)cc1)O2 (configuration not stated) | -1.8 | -1.3 | 13
O=C(NCc1ccc(F)cc1)c1c2c(nc3ccccc13)CCN(Cc1ccccc1)C2 | 0.66 | 1.8 | nt
CCOC(=O)c1cnc2sc3c(n2c1=O)CCCC3 | -0.52 | -0.94 | -14
CCCn1c(=O)c(C(=O)NNS(=O)(=O)c2ccc(C)cc2)c(O)c2ccccc21 | -1 | -0.94 | -3
O=C(CCc1ccccc1)Nc1nncs1 | 0.13 | 0.05 | -39
COc1ccc(C(=O)CSc2nnc(C(CO)NC(=O)c3ccc(OC)cc3)n2C)cc1 (configuration not stated) | -0.03 | -0.12 | 38
O=C(COC(=O)CNC(=O)c1cccc([N+](=O)[O-])c1)Nc1nc2ccccc2s1 | -0.22 | -1.3 | 37
CCCn1c(NCc2ccco2)nc2ccccc21 | -0.54 | -0.92 | 14
CCOC(=O)c1c(-c2ccccc2)csc1NC(=O)CSc1nc(N)cc(N)n1 | -0.37 | -0.33 | nt
CC(C)NC(=S)N1CCN(C(c2ccccc2)c2ccccc2)CC1 | -1.2 | -1 | nt
CCOc1ccc(N2CC(C(=O)NCCc3ccc(OC)c(OC)c3)CC2=O)cc1 (configuration not stated) | 2 | 1.3 | -17
COc1ccc(S(=O)(=O)Nc2ccc3c(c2)OCO3)cc1 | 0.83 | -0.45 | -9
COc1cccc(C(=O)N(CN2CCCC2=O)c2cc(C)on2)c1 | 1.1 | 1.3 | nt
CCc1cccc(OCCCCN(CC)CC)c1 | 1.7 | 2.6 | -45
COc1cc(C(=O)NCC(c2cccnc2)N2CCN(c3ccccc3)CC2)cc(OC)c1OC (configuration not stated) | 1.2 | 1.4 | nt
CC1=N/C(=C\c2ccc(OC(C)C)cc2)C(=O)N1c1ccc(C(=O)O)cc1 | 2.4 | 2.3 | 8
CCN(CCCNC(=O)CC1Oc2ccc(C)cc2NC1=O)Cc1ccccc1 (configuration not stated) | 0.65 | 0.5 | nt

Random excerpt: 2 compounds from above.
SMILES | SDO1 yeast rescue | SDO1 yeast rescue Rescue 24 h | INS promoter inh
CCN(CCCNC(=O)CC1Oc2ccc(C)cc2NC1=O)Cc1ccccc1 (configuration not stated) | 0.65 | 0.5 | nt
CCOC(=O)c1c(-c2ccccc2)csc1NC(=O)CSc1nc(N)cc(N)n1 | -0.37 | -0.33 | nt

Further structures
SMILES | SDO1 yeast rescue | SDO1 yeast rescue Rescue 24 h | INS promoter inh
CC(C)(C)OC(=O)NCC(=O)N1CCC(C(=O)O)CC1 | 0.43 | 0.5 | nt
Cc1ccc(-c2nnn(Cc3nc4ccccc4s3)n2)cc1 | -0.46 | -0.51 | -15
O=C(CSc1ncn[nH]1)c1ccco1 | -0.63 | -0.02 | 38
O=C(COC(=O)c1ccccn1)Nc1ccc(S(=O)(=O)N2CCOCC2)cc1 | 0.31 | -0.13 | -18
CCN1C2=NCCCN2c2ccccc21 | 0.12 | -0.49 | -15
O=C(CNS(=O)(=O)c1cccs1)N1CCc2ccccc2C1 | 0.41 | 0.8 | -15
COc1ccc(/C=N/NC(=O)Cn2nnc3ccccc32)cc1OC | 0.57 | -0.43 | 3
COc1ccc(/C=N/NC(=O)CN2CCSCC2)c(OC)c1 | 1.1 | 1 | -17
COc1ccc(N2CC(NC(=O)NCCC(C)C)CC2=O)cc1 (configuration not stated) | 0.88 | 0.78 | nt
COc1ccc(C2SCC(=O)N2CC23CC4CC(CC(C4)C2)C3)cc1 (configuration not stated) | -0.72 | 0.4 | -37
CCCCOC(=O)Nc1ccc(C(=O)OC)cc1 | 0.16 | 1 | nt
Cc1ccccc1NC(=O)Cc1nc(CCl)cs1 | 0.12 | -0.76 | 43
Cc1ccccc1CN(c1ccc(C(=O)NCCC2=CCCCC2)cc1)S(C)(=O)=O | -1.2 | -1.3 | 2
Cc1ccc(C(=O)N2CCN(c3cc(=O)[nH]nc3-c3ccccc3)CC2)cc1 | 0.96 | 1.2 | 46
O=C(CCCC(=O)OCC(=O)NC1CCCC1)Nc1ccccn1 | 0.49 | 0 | 3
COc1ccc(/C(O)=C2\C(=O)C(=O)N(CCN(C)C)C2c2cccc(OC)c2OC)cc1Cl (configuration not stated) | 0.91 | 0.97 | 18
O=C(NCCCCCCNC(=O)NCc1ccco1)NCc1ccco1 | 0.78 | 0.48 | 0
O=C(Nc1ccccc1)c1ccc(NCC2CCCO2)c(S(=O)(=O)N2CCOCC2)c1 (configuration not stated) | 0.79 | 1.3 | -55
O=C(O)c1ccc(N=NN2CCCCCC2)cc1 | 1.1 | 0.98 | 11
CC/C(O)=C(\C#N)c1nnc2n1CCCCC2 | 0.21 | 0.21 | 16
COCCn1nnnc1CN1CCN(c2cccc(C(F)(F)F)c2)CC1 | 1.1 | 1.6 | nt
CCc1nnc(NC(=O)C2Cc3ccccc3CN2S(=O)(=O)c2ccc(C)cc2)s1 (configuration not stated) | -0.69 | -0.41 | -103
NC(=S)N/N=C/c1coc2c(ccc3ccccc32)c1=O | -1.6 | -1.4 | nt
CN(/C=C/C(=O)C(F)(F)F)Cc1ccccc1 | 0.57 | -0.19 | -22
COC(=O)N(NC(=O)C(O)(c1ccccc1)c1ccccc1)c1ccc(C)cc1 | 0.13 | -0.39 | nt
